Screening results deposited in PubChem by IUPUI and University of Michigan.
ST2 IL33 inh – inhibitors of human ST2 (IL1RL1) binding to IL-33, primary screen, biochemical, AlphaLISA. Interleukin-1 receptor-like 1 (Homo sapiens), Q01638. AlphaLISA ST2-Fc/biotin-IL-33 interaction, 1 h. inhibition, % for hits at 17 µM. actives 2.3% (n = 78,000). AID 1259354, 2018; in the data active means inhibition above about 30%; inconclusive means mostly about 10% to 28%
Target sequence (Q01638 whole entry, looked up): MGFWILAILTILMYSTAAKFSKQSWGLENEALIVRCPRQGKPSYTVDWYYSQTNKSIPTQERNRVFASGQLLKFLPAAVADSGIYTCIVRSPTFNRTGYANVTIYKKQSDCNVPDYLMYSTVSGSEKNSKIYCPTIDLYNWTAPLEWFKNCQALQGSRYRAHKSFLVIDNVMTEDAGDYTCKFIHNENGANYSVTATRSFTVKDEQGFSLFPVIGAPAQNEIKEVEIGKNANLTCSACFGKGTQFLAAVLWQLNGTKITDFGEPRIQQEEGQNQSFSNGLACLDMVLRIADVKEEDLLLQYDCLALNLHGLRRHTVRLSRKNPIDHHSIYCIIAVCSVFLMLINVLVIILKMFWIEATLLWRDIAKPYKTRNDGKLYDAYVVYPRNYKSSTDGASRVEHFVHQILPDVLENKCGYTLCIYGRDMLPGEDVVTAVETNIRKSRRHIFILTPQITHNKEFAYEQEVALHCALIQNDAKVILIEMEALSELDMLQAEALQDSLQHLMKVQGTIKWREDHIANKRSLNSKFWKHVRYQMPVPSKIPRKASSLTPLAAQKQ
Active calls of the source: *; i = inactive; ? = inconclusive.

compound	ST2 IL33 inh
CC1CCN(S(=O)(=O)c2ccc(NC(=O)C(F)(F)F)cc2)CC1	i
O=C(CCn1c(=O)c2sccc2n(Cc2ccccc2F)c1=O)NCc1ccccc1	i
COc1ccc(C2=N/C(=C\c3cccc(Cl)c3Cl)C(=O)O2)cc1[N+](=O)[O-]	i
CCc1ccc(C2C(C#N)=C(N)OC3=C2C(=O)CC(C)(C)C3)cc1 (stereo not given)	i
Clc1cccc(N2CCN(C3CCCN(CC4CCCC4)C3)CC2)c1 (stereo not given)	?
CN(CC1CCCCO1)S(=O)(=O)NCc1ccccc1 (stereo not given)	?
O=C(NCc1cnn2ccccc12)c1cccc(Cn2cccn2)c1	i
CC(=O)c1ccc(Oc2ccc(C(C)=O)cc2)cc1	?
O=C(Nc1ccc(Br)cn1)c1cccnc1	i
COc1ccc(OC2CCN(C(=O)C3CC3)CC2)c(C(=O)NCc2cnc(C)cn2)c1	?
COc1ccc(F)c(CN2CCC3(CC2)CNC(=O)C3)c1Cl	?
OCc1ccc(-c2nccn2CCc2ccccc2Cl)o1	i
CCN1C(=O)c2cccc3c(Cl)cc(Cl)c1c23	i
O=C(Cc1ccccc1)c1ccc(-c2ccn[nH]2)cc1	i
Cc1cc(N2CCOCC2)nc2ccc(NC(=O)CCC(=O)Nc3ccc4c(c3)OCO4)cc12	i
COc1cc2c(cc1OC)CN(C(=O)c1cn(Cc3ccccc3F)nn1)CC2	?
O=C(c1cnc2ccccn12)N(CC1CCC1)CC1CCCO1 (stereo not given)	i
COc1ccccc1C(=O)Nc1cccc(NC(=O)c2ccccc2OC)n1	i
COc1cccc(NC(=O)O[C@@H]2CO[C@H]3[C@@H]2OC[C@@H]3Nc2nccc(-c3cccs3)n2)c1	?
O=C(NC1CCCCC1)C1c2ccccc2C(=O)N1C1CCCCC1 (stereo not given)	i

Reprinted from the results shown (2 entries):
compound	ST2 IL33 inh
CC1CCN(S(=O)(=O)c2ccc(NC(=O)C(F)(F)F)cc2)CC1	i
O=C(CCn1c(=O)c2sccc2n(Cc2ccccc2F)c1=O)NCc1ccccc1	i

Additional results:
compound	ST2 IL33 inh
COc1ccc(C2CC(c3ccc(C)cc3)Nc3nc(N)nn32)cc1 (stereo not given)	i
COc1cc(CN2CCN(Cc3cc(OC)c(OC)c(OC)c3)CC2)cc(OC)c1	?
CC(C)C1N=C2c3ccccc3N=C(SCc3cc(=O)n4ccccc4n3)N2C1=O (stereo not given)	i
CC(C)c1cc(C(=O)N2CCCC3(CC2)CN(C)C(=O)O3)no1 (stereo not given)	?
CCCN1C(=O)CC(c2ccccc2)Sc2ccccc21 (stereo not given)	i
O=C1NCC2(CCCN(C(=O)c3coc4c3C(=O)CCC4)CC2)O1 (stereo not given)	i
COc1cccc(NC(=O)CCC2CCN(C(=O)c3cc(C)oc3C)CC2)c1	i
O=C(Nc1nnc(N=Cc2cccs2)s1)c1ccc(S(=O)(=O)N2CCCCC2)cc1	i
CN(CC1CCN(CCc2ccc(F)cc2)CC1)C(=O)c1n[nH]c2ccccc12	i
CCN1CCN(C(c2cccs2)C(C)NC(=O)c2ccc3c(c2)OCO3)CC1 (stereo not given)	i
Cc1c(C(=O)NCCc2ccc(Cl)cc2)oc2ccc(S(=O)(=O)N3CCCC3)cc12	i
O=C1C2C3CCC(C3)C2C(=O)N1c1ccc(Cl)c(F)c1 (stereo not given)	i
COc1ccc(OC)c(/C=C2\SC(N3CCC(C)CC3)=NC2=O)c1	?
COc1ccc(CCNC(=O)c2ccc(Cn3nnc4ccsc4c3=O)cc2)cc1OC	?
COc1cc(/C=C2/C(=O)N(c3ccc(Cl)c(Cl)c3)N=C2C)ccc1OCC#N	i
CC(c1cccc(-c2nccn2CCc2cn[nH]c2)c1)N(C)C (stereo not given)	i
CC1CC(C)CN(S(=O)(=O)c2ccc(F)c(C(N)=O)c2)C1 (stereo not given)	i
COc1ccc2nc3oc(C(=O)NCCC4=CCCCC4)cc3cc2c1	i
COc1nc(Nc2ccc(C(C)C)cc2)nc(OC)n1	i
c1cncc(-c2nc3c(c(NCCn4cccn4)n2)CCNC3)c1	?

(cont.)
compound	ST2 IL33 inh
CCSc1nc2c(c(=O)[nH]1)C(c1cccs1)C(C(=O)OC)=C(C)N2 (stereo not given)	i
N#Cc1c(C(F)(F)F)cc(-c2ccc(Cl)cc2)nc1SCC(=O)O	?
Cc1ccc2[nH]c3c(c2c1)CCCC3=O	i
Cc1cc(NC(=O)c2ccc(Cl)cc2)nc2c1c(=O)oc1ccccc12	i
Cc1c(C(=O)Nc2c(C)n(C)n(-c3ccccc3)c2=O)oc2ccccc12	?
Cc1c(CC(Cl)(Cl)Cl)c2c(n1-c1cccnc1)CCCC2=O	?
Cc1nc2c(-c3ccc(F)cc3)c(C)nn2c(C)c1CCC(=O)NC1CCCCCC1	?
CC(C)C1N=C2c3ccccc3N=C(SCC(=O)c3ccccc3)N2C1=O (stereo not given)	?
O=C(NCc1ccccc1Cl)c1cc(-c2ccncc2)nc2ccccc12	i
O=C(O)C1CSC(c2cccc(OCc3ccc(Cl)cc3Cl)c2)N1 (stereo not given)	i
O=C(C[C@@H]1C[C@@H]2C=C[C@H]1C2)N1C[C@H]2C[C@H](O)[C@H](O)C[C@H]2C1	i
Cc1cccc(C(C)(C)C)c1OCCCN1CCN(C)CC1	?
CCCc1nnc([C@H]2CCN(Cc3ccc(CO)o3)C2)o1	i
CN(C)S(=O)(=O)Nc1ccc(N2CCC(NCc3ccc(OC(F)(F)F)cc3)CC2)cc1	i
CCC(=O)N(CCC1(c2ccc(F)cc2)CCOC(C)(C)C1)Cc1ccc(OC)c(OC)c1 (stereo not given)	i
O=C1NCC(=O)N2CCN(C(=O)c3ccccc3OC(F)(F)C(F)F)CC12 (stereo not given)	i
CCOC(=O)C1C(=O)C=C(c2ccc(OC)c(OC)c2)CC1c1cccs1 (stereo not given)	i
CC(C)(C)c1cc(CCO)cc(C(C)(C)C)c1O	i
O=c1oc2ccccc2cc1-c1cn(-c2ccccc2)c(=O)[nH]1	?
Cc1ccc(S(=O)(=O)C2(C(=O)Nc3cc(Cl)ccc3C)CC2)cc1	i

Going on with the list.
compound	ST2 IL33 inh
COc1cc(C2Nc3ccc(Cl)cc3C(c3ccccc3)O2)cc(OC)c1OC (stereo not given)	i
Cc1cc(C)n2cc(CN3CCN(c4ccc(C(F)(F)F)cc4[N+](=O)[O-])CC3)nc2n1	?
CN(C)CC1(O)CCCN(C(=O)c2sccc2Cl)CC1 (stereo not given)	i
CCOC(=O)c1c(NC(=O)c2cc(OC)cc(OC)c2)sc2c1CCCCC2	i
Cn1c(=O)c2c(nc(N3CCc4ccccc4C3)n2Cc2ccccc2)n(C)c1=O	?
CC[C@H]1CN(S(=O)(=O)c2ccc(OC)cc2)CC[C@H]1CC(=O)NCc1cccc2ccccc12	i
CCOc1cc(/C=C2\OC(=O)c3c2cc(C)[nH]c3=O)ccc1O	i
COCCNC(=O)C[C@@H]1O[C@H](CNS(=O)(=O)c2ccc(C)cc2)[C@@H](O)[C@H]1O	?
Cc1[nH]nc(N)c1Cl	i
Cc1cccc(-c2noc([C@@H]3C[C@@H](O)CN3CC3CC3)n2)c1	i
COc1ccccc1N1CCN(Cc2cc(I)c(O)c(OC)c2)CC1	i
CC1=CCC(C(=O)O)(C(=O)n2nc(C)cc2C)C(c2ccc([N+](=O)[O-])cc2)C1 (stereo not given)	?
c1c2c(cc3sc(N4CCOCC4)nc13)OCO2	i
CC(C)C(NC(=O)c1ccco1)C(=O)O (stereo not given)	32.0%*
CCCCNC(=O)NC(=O)c1c(Cl)nc(Cl)c([N+](=O)[O-])c1C	i
C=CCNC(=O)CN(c1ccc(C(C)C)cc1)S(=O)(=O)c1ccccc1	i
O=C(CSc1nc(-c2cccc(Cl)c2)nc2cc(=O)[nH]n12)N1CCc2ccccc2C1	i
CC(=O)NC1(C(F)(F)F)N=C2SCCN2C1=O (stereo not given)	i
CC1CCc2cc(F)ccc2N1S(=O)(=O)c1cccc2cccnc12 (stereo not given)	?
O=C(c1ccc2snnc2c1)N1CCCC1	i

Next part.
compound	ST2 IL33 inh
CCOC(=O)c1cccc(NS(=O)(=O)c2cccc3cccnc23)c1	?
Cc1cc(C)n(CC(C)N2CCC(n3nccc3NC(=O)c3ccc4c(c3)OCO4)CC2)n1 (stereo not given)	i
CCCC(O)=C1C(=O)CC(C)(C)CC1=Nc1nc2ccccc2[nH]1	i
COc1ccc(-c2c(C#N)c(N)nc(OC)c2C#N)c(OC)c1	i
Cc1cccc(C(C(=O)NCCc2nncn2C)N(C)C)c1 (stereo not given)	i
O=C(O)C1CC=CCC1C(=O)Nc1ccc(F)c(F)c1 (stereo not given)	i
CCC(C)NC(=O)c1oc2ccc(S(=O)(=O)N3CCCC3)cc2c1C (stereo not given)	i
O=C(Cn1c(=O)n(-c2ccccc2)c(=O)c2sccc21)N1CCCCCC1	?
CCCCNC(=O)Cn1c(C)nc2sc(C(=O)OCC)c(C)c2c1=O	i
CCOC(=O)C1(Cc2ccc(Cl)cc2)CCN(C(=O)C2Cc3ccccc3O2)CC1 (stereo not given)	i
COc1ccc(CN2C[C@H](O)C[C@H]2c2nc(Cc3ccccc3)no2)cc1	?
O=C(NCc1ccc(Cl)cc1)c1ccco1	i
O[C@@H]1C[C@@H](c2nc(-c3ccccn3)no2)N(Cc2ccccc2)C1	i
O=c1c2c(-c3ccc([N+](=O)[O-])cc3)csc2nc2n1CCC2	i
COc1ccc(Cl)cc1NC(=O)N1CCC(n2cc(C3CC3)nn2)CC1	i
CC1=C(C(=O)Nc2cc(C)ccn2)C(c2ccc(N(C)C)cc2)C2=C(CCCC2=O)N1 (stereo not given)	i
N#C/C(=C\c1ccc(-c2cc([N+](=O)[O-])ccc2O)o1)c1nc2ccccc2[nH]1	?
CCC(=O)Nc1ccc(NC(=O)c2cc3ccccc3o2)c(OC)c1	?
O=C(O)c1ccccc1NCc1cccc2ccccc12	i
CC(C)CC(=O)Nc1c(-c2ccc(F)cc2)nc2ccccn12	i

The list continues:
compound	ST2 IL33 inh
CC(C)C1CN(C(=O)Cc2ccccn2)CCC(=O)N1Cc1ccc(F)cc1 (stereo not given)	?
CCCOc1ccc2c(oc(=O)c3ccccc32)c1C	i
Cc1ccc2nc(CNC(=O)CN3C(=O)CCc4cc(S(=O)(=O)N5CCCC5)ccc43)[nH]c2c1	i
CC(C)=CCN1CCC(CCC(=O)Nc2cccc(C)c2)CC1	i
Cc1cnccc1NCCNC1CCSCC1	?
O=C(CCCCCN1C(=O)c2ccccc2C1=O)Nc1ccc(Br)cc1	?
CSC(=N)N	i
O=C(c1csc(Cc2ccccc2)n1)N1CC(c2ccncc2)C1	?
Cc1ccc2nc(NC(=O)c3ccc(S(=O)(=O)N4CC(C)CC(C)C4)cc3)sc2c1 (stereo not given)	?
COc1ccc(N2CCN(c3ncnc4c3cnn4-c3ccc(C)cc3C)CC2)cc1	?
Cc1cccc(NC(c2ccc(Cl)cc2)c2ccc3cccnc3c2O)n1 (stereo not given)	?
O=C(c1ccc2nc3ccc(Cl)cc3c(=O)n2c1)N1CCCCCC1	?
CC(C)(C)c1ccc2c(c1)CN(C1CCCCC1)CO2	i
CN1CCN(CCSc2ccc(Cl)cc2)CC1	i
CC1(C)CC(=O)C2=C(C1)Nc1ccccc1NC2c1ccccc1F (stereo not given)	i
CC(C)(C)c1nc2scc(-c3cccs3)c2c(=O)o1	i
COc1ccccc1OCc1nc(C#N)c(NCc2cccnc2)o1	i
CCSc1nccc(=O)[nH]1	?
O=C(c1cc(C2CC2)[nH]n1)N1CCCN(C(=O)C2CCC2)CC1	?
Cc1cc(N2CCOCC2)nc2ccc(NC(=O)CCC(=O)N(C)c3cccc(Cl)c3)cc12	i

The results go on.
compound	ST2 IL33 inh
CC(=O)N1N=C(c2cccs2)CC1c1cn(-c2ccccc2)nc1-c1ccc(C)cc1 (stereo not given)	i
COc1cc2c(cc1OC)C(c1ccc(OC)c(OC)c1OC)N(C)CC2 (stereo not given)	?
CCCn1c(CNC(=O)CC)nc2ccccc21	i
C=C(C)Cn1c(N2CCCC2)nc2c1c(=O)n(C)c(=O)n2C	i
COC(=O)C1(Cc2ccc(O)cc2)OC(=O)C(O)=C1c1ccc(O)cc1 (stereo not given)	i
O=C(c1cc(COc2ccc(-n3cncn3)cc2)on1)N1CCc2c(Cl)cccc2C1	i
COc1ccc(/C=c2\sc3nnc(-c4ccccc4Cl)n3c2=O)cc1	i
CCN(CC)S(=O)(=O)c1ccc(OC)c(NC(=O)c2cccs2)c1	?
CC(C)c1ccc(NC2CCCN(C(=O)c3ccc(Cn4cnnn4)cc3)C2)cc1 (stereo not given)	i
Cc1ccc(S(=O)(=O)Nc2ccc3n(c2=O)C[C@H]2C[C@@H]3CN(C(=O)c3cccc(C(=O)O)c3)C2)cc1	i
COc1cc(C(=O)N2CCN(Cc3cccc(Br)c3)CC2)cc(OC)c1OC	i
CCC(=O)Nc1cccc(C(=O)NCCCc2ccncc2)c1	i
Cc1cccc(C(=O)Nc2ccccc2C(F)(F)F)c1	?

Molecules from the list above containing a CF3 group, in the order listed:
compound	ST2 IL33 inh
CC1CCN(S(=O)(=O)c2ccc(NC(=O)C(F)(F)F)cc2)CC1	i
N#Cc1c(C(F)(F)F)cc(-c2ccc(Cl)cc2)nc1SCC(=O)O	?
CN(C)S(=O)(=O)Nc1ccc(N2CCC(NCc3ccc(OC(F)(F)F)cc3)CC2)cc1	i
Cc1cc(C)n2cc(CN3CCN(c4ccc(C(F)(F)F)cc4[N+](=O)[O-])CC3)nc2n1	?
CC(=O)NC1(C(F)(F)F)N=C2SCCN2C1=O (stereo not given)	i
Cc1cccc(C(=O)Nc2ccccc2C(F)(F)F)c1	?

The list is partial (hit frequency here may not be typical).
